GLS inhibitor: inhibitors of human glutaminase (GLS); 410,000 compounds, 0.21% hits; AID 624170; GLS enzymatic activity, qHTS titration; Potency, µM (highest dose often 45.5 µM), for the others: at the highest dose activity change, negative = inhibition, usual class: inhibitors; O94925; further: potency means the concentration at half of the fitted maximal effect; on the % scale 0 is the no-effect control and ±100 the full control effect
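Two-point fluorescence kinetic (t0, 30 min RT) for hKGA; glutamate detected via glutamate oxidase–HRP–Amplex Red. Substrate: 1 mM L-glutamine solution; buffer 45 mM KH2PO4, pH 8.2.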
G9a inh: inhibitors of human histone lysine methyltransferase G9a | Q96KQ7 | G9a H3K9 monomethylation, AlphaScreen, 2 h | Potency, µM (highest dose often 102 µM), for the others: at the highest dose activity, negative = inhibition, usual class: inhibitors | 350,000 compounds, 8.8% hits; further: potency means the concentration at half of the fitted maximal effect; on the % scale 0 is the no-effect control and ±100 the full control effect; nearly all actives have a fitted effect of over 75% in size
Target sequence (Q96KQ7 913-1193 limits assumed): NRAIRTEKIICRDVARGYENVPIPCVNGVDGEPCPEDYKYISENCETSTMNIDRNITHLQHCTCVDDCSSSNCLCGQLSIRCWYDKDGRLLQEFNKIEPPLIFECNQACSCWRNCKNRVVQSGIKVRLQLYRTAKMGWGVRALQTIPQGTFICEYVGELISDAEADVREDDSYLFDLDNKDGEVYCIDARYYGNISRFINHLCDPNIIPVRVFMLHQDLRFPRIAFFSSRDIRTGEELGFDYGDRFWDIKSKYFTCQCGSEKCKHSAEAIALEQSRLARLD
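Readings reflect AlphaScreen signal from monomethyl-H3K9 antibody detection. HMT at 20 nM; substrate b-H3K9 500 nM; cofactor SAM 20 uM; 2 h RT reaction; compounds tested as titrations in qHTS with 15 min preincubation.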
PI4K2A inh: inhibitors of human PI4K2A. Q9BTU6. purified PI4K2A, ADP-Glo luminescence, 1 h; hits give low values. activity change, negative = inhibition, % at 76.9 µM. 420,000 compounds, 0.13% hits; in the data active means activity change below about -50%; inconclusive means mostly about -30% to -49%;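 further: -100% = wells without enzyme as full effect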
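Compounds are screened against recombinant PI4K2A using PI as substrate and ATP, the latter dispensed at 300 microM. Reactions run one hour at ambient temperature before ADP-Glo detection; full inhibition defined by wells lacking enzyme.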
Pin1 inh: human Pin1 inhibition | 390,000 compounds, 0.009% hits | Potency, µM (titrated, usually from 115 µM), without a hit: at the top dose activity, negative = inhibition, hits mostly inhibitors | Pin1 FP peptide displacement, HiFluor488, 10 min | Q13526; active means well fitted inhibition curve with a large enough effect in the polarisation, with a control signal flat, not every such curve was filed as active; inconclusive means small, poorly fitted or top-dose-only effect, or effect the other way, or a change in a side signal; inactive means no such curve, though single readings can be large or run the other way; the % refers to the polarisation; further: potency means the concentration at half of the fitted maximal effect; on the % scale 0 is the no-effect control and ±100 the full control effect
Target sequence (Q13526 whole entry, looked up): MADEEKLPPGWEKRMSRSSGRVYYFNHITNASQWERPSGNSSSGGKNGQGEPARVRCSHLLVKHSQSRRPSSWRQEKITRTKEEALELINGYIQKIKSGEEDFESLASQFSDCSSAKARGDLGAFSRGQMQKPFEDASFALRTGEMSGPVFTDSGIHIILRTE
PGK inhibitor: T. brucei PGK inhibition; P07378; PGK/GAPDH coupled, Kinase-Glo luminescence, 60 min; Potency, µM (titrated, usually from 57.5 µM), inactives show at the top dose activity change, negative = inhibition, hits mostly inhibitors; 380,000 compounds, 0.043% hits; further: potency means the concentration at half of the fitted maximal effect; on the % scale 0 is the no-effect control and ±100 the full control effect; nearly all actives have a fitted effect of over 60% in size
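Recombinant glycosomal PGK reaction used 1,3-bisphosphoglycerate generated in-well by GAPDH (100nM final) in 100mM TEA pH 7.6, 5mM MgCl2, 0.01% Tween-20. After 60 minutes at room temperature, ATP was read by Kinase-Glo Plus luminescence end-point.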
BAZ2B inh: inhibitors of human BAZ2B bromodomain. Q9UIF8. AlphaScreen BAZ2B-H3K14Ac peptide displacement. Potency, µM (doses to about 114 µM), without a hit: at the highest dose activity change, negative = inhibition, hits mostly inhibitors. 360,000 compounds, 4.4% hits. AID 504333; further: potency means the concentration at half of the fitted maximal effect; on the % scale 0 is the no-effect control and ±100 the full control effect; nearly all actives have a fitted effect of over 60% in size
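Compounds, titrated to a top concentration of 110 uM, were incubated 30 min at room temperature with preformed BAZ2B/acetyl-K14 H3 peptide complex (50 nM each). Proximity signal was measured by AlphaScreen after 20 min with beads.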
ERG-DNA inh: ERG Ets/DNA interaction inhibition; P11308; fluorescence polarization, His-ERG Ets domain / labelled DNA; Potency, µM (top dose mostly 76.9 µM), for the others: at the top dose FP activity, negative = inhibition, actives largely listed as inhibitors; 370,000 compounds, 0.028% hits; active means well fitted inhibition curve with a large enough effect in the polarisation, with a control signal flat; inconclusive means small, poorly fitted or top-dose-only effect, or effect the other way, or a change in a side signal; inactive means no such curve, though single readings can be large or run the other way; the % refers to the polarisation;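 further: polarization taken with two DNA probes labelled with fluorescein and Texas red; potency means the concentration at half of the fitted maximal effect; % of control where 0% means no effect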
Target sequence (P11308 whole entry, looked up, the tested form may be a part): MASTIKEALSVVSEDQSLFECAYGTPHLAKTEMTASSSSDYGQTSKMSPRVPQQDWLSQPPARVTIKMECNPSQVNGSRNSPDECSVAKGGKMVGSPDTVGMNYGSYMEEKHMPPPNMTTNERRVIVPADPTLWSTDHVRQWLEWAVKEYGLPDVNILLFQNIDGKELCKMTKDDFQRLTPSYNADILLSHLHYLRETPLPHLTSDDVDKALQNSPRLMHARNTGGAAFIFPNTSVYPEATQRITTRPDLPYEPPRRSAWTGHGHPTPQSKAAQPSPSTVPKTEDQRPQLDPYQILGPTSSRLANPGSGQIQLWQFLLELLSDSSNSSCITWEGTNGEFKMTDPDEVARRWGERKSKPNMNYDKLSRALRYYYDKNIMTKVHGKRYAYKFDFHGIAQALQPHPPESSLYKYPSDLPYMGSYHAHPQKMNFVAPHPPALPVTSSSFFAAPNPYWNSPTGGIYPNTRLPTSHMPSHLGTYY
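His-tagged ERG Ets domain (1 uM in the protein solution; 300mM KCl, 50mM Tris-HCl, 1mM EDTA, 1mM DTT, pH 7.5) received compound, then a probe mix of 5 nM fluorescein-DNA and 100nM Texas-615-DNA. Fluorescence polarization was read for both dyes.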
JMJD2A Tudor inh: JMJD2A Tudor domain (human) inhibition; 390,000 compounds, 4.4% hits; Potency, µM (highest dose often 114 µM), for inactives: at the highest dose activity change, negative = inhibition, actives largely listed as inhibitors; O75164; AlphaScreen JMJD2A-Tudor / H3K4me3 peptide binding; further: potency means the concentration at half of the fitted maximal effect; on the % scale 0 is the no-effect control and ±100 the full control effect; nearly all actives have a fitted effect of over 50% in size
HP1b chromo inh: inhibitors of HP1-beta chromodomain binding to methylated histone tails. P83916. AlphaScreen HP1-beta / biotin-H3K9me3 peptide binding. Potency, µM (doses to about 114 µM), without a hit: at the highest dose activity change, negative = inhibition, most hits filed as inhibitors. 390,000 compounds, 0.56% hits; further: potency means the concentration at half of the fitted maximal effect; nearly all actives have a fitted effect of over 70% in size; inactives centre near 23
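AlphaScreen: HP1-beta (50 nM) preformed 30 min with biotin-H3(1-18)K9me3 peptide (50 nM) in PBS pH 7.4, 0.01% Tween-20. Compound added for 30 min at RT, then streptavidin donor/nickel chelate acceptor beads (10 ug/mL) for 30 min.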
* = called active by the depositor; i = inactive; u = inconclusive; x = not tested or not shown; & = joins results of further samples; [ ] = remark or other dose. Unless noted, the call rests on the fitted dose curve; in most records, active means well fitted curve in the direction sought with a large enough effect; inconclusive means small, poorly fitted or top-dose-only effect, or another doubt; inactive means no such curve, though single readings can be large; an effect the other way counts as inactive or inconclusive. Rows were taken by chance; 11% or so of the library scored in one or more.

SMILES	GLS inhibitor	G9a inh	PI4K2A inh	Pin1 inh	PGK inhibitor	BAZ2B inh	ERG-DNA inh	JMJD2A Tudor inh	HP1b chromo inh
CC(/C=N/NC(=O)Cc1cccs1)=C\c1ccccc1	0%	10%[59 µM]	2	0%	-1%	8%	9%	-1%	16%
CCCC(c1nnnn1C1CCCC1)N1CCN(c2ccccc2F)CC1 (centres undefined)	-22%	50µM*	1	-15%	i	-30%	-8%	-5%[11.4 µM]	32%
CC(C)NC(=O)c1ccccc1NC(=O)C1COc2ccccc2O1 (centres undefined)	41%[activator]	5%[59 µM]	-2	2%	-17%	-1%	-7%	50µM*	-5%
CN(C)C(=O)c1nc2ccc(Cl)cn2c1CNCc1ccccc1OC(F)(F)F	-4%	-2%	-1	0%	0%	-8%	4%	-15%	55%[activator]
O=C(NCc1ccc2c(c1)OCO2)C1CCN(S(=O)(=O)N2CCOCC2)CC1	0%	9%	3	1%	-5%	4%	-1%	-3%	25%
c1ccc(-c2csc(CN3CCCCC3)n2)cc1	0%	x	-6	3%	-5%	x	-1%	11%	9%[57 µM]
C[C@H](CO)N1C[C@H](C)[C@@H](CN(C)C(=O)Nc2ccc(C(F)(F)F)cc2)Oc2c(NC(=O)Nc3ccc(C(F)(F)F)cc3)cccc2C1=O	-5%	x	-1	u	-7%	x	19%	-30%	29%
O=C(CSc1nnc(NC(=O)c2ccco2)s1)NC1CCCC1	7%	-44%	4	-6%	-10%	-7%	0%	-18%	20%
COCCN1Cc2cc3cc(C)ccc3nc2SC1=Nc1cccc(OC)c1	16%	-23%	-3	13%	3%	-9%	-4%	-5%	59%[activator]
COc1ccc(C2=CC(=O)C[C@H](COCc3ccccc3)N(C(=O)OC(C)(C)C)O2)cc1	9%	x	-4	3%	-1%	x	4%	-14%	35%
CCOCCCNC(=O)c1ccc2c(c1)ncn2-c1cccc(C)c1	5%	28%	5	-3%	-4%	2%	5%	-16%	60%[activator]
CCOc1ccc(Nc2nc(NCC3CCCO3)c3ccccc3n2)cc1 (centres undefined)	22%	40µM*	-28	-14%	0%	32µM*	5%	u	2%
COc1ccc2nc(NC(=O)C3CCN(C(=O)c4ccco4)CC3)sc2c1	-4%	-47%	2	-1%	-2%	-17%	16%	-16%	14%
O=C(NNC(=S)Nc1ccccc1)NNC(=S)Nc1ccccc1	25%	14µM*	-2	-5%	-3%	-20%	-7%	-26%	6%
COc1ccc(S(=O)(=O)Nc2c(C(=O)O)[nH]c3ccccc23)c(OC)c1	29%	40µM*	3	-23%	i	u	7%	u	9%
CCCc1c(O)nc(SCC(=O)O)[nH]c1=O	5%	x	0	-4%	-5%	-32%	-11%	u	35%
CC1CCCCN1S(=O)(=O)c1ccc(C(=O)N(CCCN(C)C)c2nc3cc4c(cc3s2)OCO4)cc1 (centres undefined)	0%	50µM*	-3	1%	-11%	u	10%	u	-4%
CCOC(=O)c1c(-c2ccc(C)o2)csc1NC(=O)CN1CCOCC1	4%	50µM*	8	2%	-14%	u	1%	u	-7%
CCCCN(C(=O)c1ccco1)c1c(N)n(CCC)c(=O)[nH]c1=O	4%	-5%[12.7 µM]	-1	-1%	4%	-2%	-6%	-2%	27%
C/C=C/C(=O)N1CC2(CC(c3cccc(NC(=O)CC(c4ccccc4)c4ccccc4)c3)=NO2)C[C@H]1C(N)=O (some centres undefined)	2%	-23%[59 µM]	-4	8%	0%	u	-1%	-27%	9%

One compound at a time (already shown). Order of screens: GLS inhibitor	G9a inh	PI4K2A inh	Pin1 inh	PGK inhibitor	BAZ2B inh	ERG-DNA inh	JMJD2A Tudor inh	HP1b chromo inh
Profile of CC(/C=N/NC(=O)Cc1cccs1)=C\c1ccccc1 = 0%	10%[59 µM]	2	0%	-1%	8%	9%	-1%	16%
Profile of CCCc1c(O)nc(SCC(=O)O)[nH]c1=O = 5%	x	0	-4%	-5%	-32%	-11%	u	35%
Profile of C[C@H](CO)N1C[C@H](C)[C@@H](CN(C)C(=O)Nc2ccc(C(F)(F)F)cc2)Oc2c(NC(=O)Nc3ccc(C(F)(F)F)cc3)cccc2C1=O = -5%	x	-1	u	-7%	x	19%	-30%	29%

Later entries:
SMILES	GLS inhibitor	G9a inh	PI4K2A inh	Pin1 inh	PGK inhibitor	BAZ2B inh	ERG-DNA inh	JMJD2A Tudor inh	HP1b chromo inh
COc1cc(/C=C(\C#N)c2nc3ccccc3n2C)cc(OC)c1OC	-14%	-6%[59 µM]	8	1%	-2%	10%	-4%	-18%	23%
CCCNC(=O)C(Cc1cccc(OC)c1)NC(=O)c1ccc(C#N)cc1 (centres undefined)	-3%	7%[2.33 µM]	2	-14%	i	2%	-3%	-3%	38%
O=C(NC1CC(=O)N(c2ccc(Cl)cc2)C1)N1CCN(C(=O)c2ccco2)CC1 (centres undefined)	1%	2%[0.501 µM]	0	0%	-7%	-25%	-17%	1%	34%
CCOC(=O)c1ccc(NC(=O)C2=C(C)Nc3nc(CCCO)nn3C2c2ccc(OC)cc2)cc1 (centres undefined)	-16%&5%	-5%[59 µM]	-4&2	u	2%&3%	-35%	2%&1%	-14%[57.1 µM]	60%&20%[activator]
COc1ccc(C(=O)NCc2nnc(SCC(=O)N3CCC(C)CC3)o2)cc1	-6%	-38%	-9	-3%	i	-6%	1%	-1%	41%[activator]
CCOc1ccc(CC(=O)Nc2cc(=O)n(C)c(=O)n2C)cc1	-13%	21%	-5	-4%	i	-7%	-2%	-6%	23%
CC1(CC(=O)N/N=C/c2cc([N+](=O)[O-])c(O)cc2O)OCCO1	0%	40µM*	0	-13%	-13%	50µM*	-15%	u	8.9µM*
COc1cc(NC(=O)CSc2ncnc3scc(-c4ccccc4)c23)c(C(=O)O)cc1OC	20%	u	-3	5%	-5%	u	19%	-28%	19%
O=S(=O)(NC(=S)NC1CCCCC1)c1ccc(Cl)cc1	6%	-39%	2	-6%	-2%	-22%	-3%	-35%	4%
CCOC(=O)C1(C/C(C)=N/NC(N)=O)CC(C)(C)OC1=O (centres undefined)	2%	3%[59 µM]	4	1%	4%	-19%	-5%	-3%	21%
CCN1CCN(S(=O)(=O)c2ccc(Cl)c(C(=O)N(C)Cc3cccc(OC)c3)c2)CC1	2%	16%[2.33 µM]	1	0%	-1%	-1%	2%	-5%	23%
CCOc1ccc(-n2c(=O)[nH]cc(C(=O)N3CCc4ccccc43)c2=O)cc1	-10%	19%[2.33 µM]	0	-5%	-7%	-6%	6%	-4%	49%[activator]
N#Cc1cnc(N)c(Br)c1	8%	5%	7	14%	i	1%	0%	-8%	33%
COc1ccc(N2C(=O)/C(=C/c3ccc([N+](=O)[O-])cc3)C=C2c2ccccc2)cc1	-1%	x	2	12%	x	2.2µM*	x	2.8µM*	3.2µM*
CCC(=O)c1c(NC)cc(C)oc1=O	-14%	-1%	1	0%	1%	4%	0%	-8%	11%
Cc1onc(-c2ccccc2)c1C(=O)N1CCCN2C(=O)c3ccccc3C21 (centres undefined)	3%	x	1	-4%	4%	-2%	-13%	-3%	9%
Cc1ccccc1CNS(=O)(=O)c1c(C(=O)N2CCCCC2)c(C)n(C)c1C	2%	15%[59 µM]	4	-4%	-7%	-18%	7%	-21%	19%
CCN(C(=O)c1ccco1)C1C2CC3CC(C2)CC1C3 (centres undefined)	9%	x	0	2%	7%	-4%	-3%	-6%	42%[activator]
COc1ccc(S(=O)(=O)Nc2ccc3c(c2)CC(=O)N([C@@H](C)CO)C[C@@H](C)[C@@H](CN(C)Cc2ccccc2)O3)cc1	15%	x	-2	1%	-8%	x	1%	-28%	20%
CC(C)c1cc(C(C)C)c(S(=O)(=O)N2c3ccccc3[C@@]3(Br)C[C@H]4C(=O)N[C@@H](Cc5ccccc5)C(=O)N4[C@@H]23)c(C(C)C)c1	-5%	x	-3	39%[activator]	i	x	18%	-31%	19%
Cc1cc(NC(=O)CN2C(=O)CC(c3ccco3)Sc3ccccc32)no1 (centres undefined)	-11%	13µM*	-1	9%	i	-30%	-4%	u	-11%
Cc1cc(C)cc(NC(=O)C(=O)NCCc2sc(-c3cccc(F)c3)nc2C)c1	7%	-1%[59 µM]	-4	2%	-10%	-3%	-4%	-4%	20%[57 µM]
Cc1ccc(OCCNC(=O)c2cccc(S(=O)(=O)N3CCN(Cc4ccccc4)CC3)c2)cc1	17%	x	1	27%	10%	x	-4%	-27%	17%
O=C(NCc1ccccc1)c1nncc(-c2ccccc2)n1	16%	7%[0.501 µM]	0	5%	-3%	11%	0%	-12%	16%
S=c1[nH]nc(COc2ccccc2)n1C1CCCCC1	-16%	2.5µM*	-2	1%	i	0%	16%	50µM*	9%
Cn1c2ccccc2n2c(=O)c(Cl)c(-c3ccccc3)c(C#N)c12	0%	16%[59 µM]	-7	-3%	5%	0%	-4%	-7%	21%
CCCn1c(SCC(=O)Nc2cc(C)on2)n[nH]c1=O	9%	x	2	-1%	6%	x	-8%	-4%	35%
COc1cccc(Nc2nc3cc(C)ccc3nc2NS(=O)(=O)c2ccc(Cl)cc2)c1	5%	5%[59 µM]	-3	1%	-1%	12%	1%	-5%	37%[activator]
CC(C)CC1Nc2ncnc(N3CCN(c4ccccn4)CC3)c2N(Cc2ccccc2)C1=O (centres undefined)	2%&6%	x	-2&-6	u	13%	x	3%	u	19%
COc1cccc(CNC(=O)CSc2nnc(C)c3c(C)n(-c4ccccc4)nc23)c1OC	-9%	-15%[59 µM]	4	-3%	i	-18%	-2%	-10%	38%
